# Bioassay records as filed in PubChem BioAssay.
# GSK3A inh: inhibitors of human GSK-3 alpha kinase. P49840. ADP-Glo luminescence, 60 min. inhibition, % at 10 µM. hit rate 0.1% among 320,000. AID 2650;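 in the data active means inhibition above about 50%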;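 further: GST-tagged GSK-3 alpha with peptide substrate and 25 µM ATP; 0% = DMSO neutral wells and 100% = GW8510 positive control wells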
# Target sequence (P49840 whole entry, looked up): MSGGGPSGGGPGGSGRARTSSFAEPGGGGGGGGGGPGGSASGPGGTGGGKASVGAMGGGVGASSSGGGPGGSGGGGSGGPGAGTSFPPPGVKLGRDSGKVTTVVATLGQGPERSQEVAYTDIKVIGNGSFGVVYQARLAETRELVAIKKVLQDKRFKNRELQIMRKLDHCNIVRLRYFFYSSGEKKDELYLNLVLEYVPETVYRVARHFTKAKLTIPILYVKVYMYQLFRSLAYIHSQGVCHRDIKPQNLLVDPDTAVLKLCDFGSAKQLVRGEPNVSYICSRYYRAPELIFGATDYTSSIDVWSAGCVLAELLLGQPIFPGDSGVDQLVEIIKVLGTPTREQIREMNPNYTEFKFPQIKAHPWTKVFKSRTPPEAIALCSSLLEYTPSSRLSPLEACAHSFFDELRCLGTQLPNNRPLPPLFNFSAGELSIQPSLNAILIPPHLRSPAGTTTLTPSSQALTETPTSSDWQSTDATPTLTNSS
# HSF1 inhib: HSF1 inhibition. NIH3T3-HGL HSE-luciferase, MG132-induced, luminescence 8 h; active compounds read low. activity change, negative = inhibition, % at 7.5 µM (by protocol). hit rate 0.77% among 300,000. AID 2098;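 active means more than half of replicate wells show activity change below -50%, luminescence cut by over half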;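 further: luciferase reports HSF-1 transcriptional activity via heat shock element; 0% = median of DMSO wells and -100% = zero luminescence signal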
# IEC-6 cytotox: counter-screen for KLF5 inhibitors: cytotoxicity in IEC-6 cells. IEC-6 cytotoxicity, luminescence viability. inhibition, % at 5 µM. hit rate 0.78% among 290,000; in the data active means inhibition above about 22%;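 further: 0% = plate median of test compound wells and 100% = cytotoxic reference compound wells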
# GSK3beta inhib: human GSK3beta kinase inhibition; hit rate 0.038% among 300,000; GST-GSK3beta kinase, ADP-Glo luminescence, 60 min; active compounds read low; activity score (negative = inhibition), % at 10 µM;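 active means more than half of replicate wells score below -50%, meaning over 50% inhibition versus plate controls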;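 further: 0% = median DMSO wells and -100% = median GW8510 positive control wells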
# Target sequence (P49841 whole entry, looked up): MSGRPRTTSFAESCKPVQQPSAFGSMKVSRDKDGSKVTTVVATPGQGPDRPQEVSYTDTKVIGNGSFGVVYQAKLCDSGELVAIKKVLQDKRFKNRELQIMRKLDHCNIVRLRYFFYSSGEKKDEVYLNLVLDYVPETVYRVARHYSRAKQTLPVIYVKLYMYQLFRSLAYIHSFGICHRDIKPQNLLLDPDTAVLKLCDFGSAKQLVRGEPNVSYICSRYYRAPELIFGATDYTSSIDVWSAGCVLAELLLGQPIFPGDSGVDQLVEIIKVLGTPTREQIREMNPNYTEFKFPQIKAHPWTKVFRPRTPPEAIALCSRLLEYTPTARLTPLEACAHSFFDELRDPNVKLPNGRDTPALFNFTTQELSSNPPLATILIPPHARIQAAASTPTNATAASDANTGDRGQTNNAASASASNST
#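 test system = GST-tagged human GSK3beta kinase, cell-free | reagent = 25 µM ATP with peptide substrate | dosing = one dose of 10 µM per compound | schedule = 60 min reaction, RT | detection = luminescent ADP-Glo measurement of ADP formed | control set = DMSO neutral wells and GW8510 at 20 µM as positive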
# aSyn 5UTR inh: 5' untranslated region of α-synuclein, MLPCN primary screen; alpha-synuclein 5'UTR reporter, inhibitor activity; inhibition, % (tested at 7.5 µM); hit rate 0.82% among 300,000; in the data active means inhibition above about 60%;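 further: H4 neuroglioblastoma cells stably carrying SNCA 5'UTR luciferase fusion; 0% = DMSO wells and 100% = positive control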
# PolyA inh: inhibitors of polyadenylation in S. cerevisiae; S. cerevisiae SKY197-pL101 polyadenylation reporter, beta-gal luminescence; efflux-impaired pdr1/pdr3 knockout yeast; score 100 = 6 SD above DMSO; calls only at 12 µM; hit rate 0.02% among 300,000; AID 1875;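 active means lowest replicate activity score at least 50, where 100 means six control SD above control mean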;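 further: yeast exposed to compound for 9 h at 30 °C; higher score means more reporter readthrough which indicates perturbed polyadenylation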
# KLF5 inhibitor: kruppel-like factor 5 inhibition; DLD-1 KLF5 promoter-luciferase reporter, luminescence; inhibition, % at 5 µM; hit rate 0.23% among 290,000;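 active means inhibition above a per-plate limit of that plate's mean compound inhibition plus 3 SD, cut at about 60% in these data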;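 further: 0% = DMSO wells and 100% = LY294002 at 200 µM; higher means less KLF5 promoter-driven luciferase light; inactives centre near -14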
# AI-2 QS mod: modulates the Vibrio harveyi AI-2 quorum sensing system. hit rate 0.4% among 300,000. activity change, % at 7.5 µM. Vibrio harveyi JMH597 AI-2 luminescence/OD600 ratio, 9 h; active compounds read low; strain lacks LuxN and CqsS sensors; 0 = neutral-control median; in the data active means activity change below about -75%, passing the limit was not always enough;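 further: luminescence divided by OD600 gain over 9 h not by final OD600 alone; inactives centre near 13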
# HSP90 inh: blocks HSP90-mediated luciferase refolding in reticulocyte lysate; Rabbit reticulocyte lysate, luciferase refolding luminescence, 3 h; inhibition, % at 5.6 µM; hit rate 0.91% among 290,000;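 active means inhibition above the screen-wide mean plus 3 SD, computed separately per campaign, cut at about 16% in these data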;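 further: 0% = DMSO wells and 100% = 60 µM geldanamycin wells; inhibitors lower the luminescence because luciferase stays unfolded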
# HSF-1 act: increases HSF-1 driven luciferase reporter signal | NIH3T3-HGL HSF-1 luciferase reporter, MG132, 8 h; 100% = twice DMSO control signal | activation, % at 9 µM | hit rate 1.7% among 300,000 | AID 504408;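 active means mean replicate activation of at least 50% with a set share of replicates each reaching 50%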;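 further: 0% = median of the neutral control wells and 100% = twice that signal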
# * = called active by the depositor; i = inactive; / = not tested or not shown. Only part of the results is shown; the hit share may differ from the screen's.
1) CC(C)C(=O)NC(C)C(c1cccs1)N1CCN(C)CC1 (stereo unspecified)
2) Cc1ccccc1-n1c(C)nnc1SCC(=O)N(C)C1CCS(=O)(=O)C1 (stereo unspecified)
3) COc1ccc(OC)c(/C=N/NC(=O)CNC(=O)c2ccc(S(=O)(=O)N3CCOCC3)cc2)c1
4) O=C1C2=C(CCCC2)C(=O)N1c1cccc(OCCBr)c1
5) N#Cc1c(N)nc(SCC(=O)OCc2ccccc2)c(C#N)c1-c1ccco1
6) CC(OC(=O)C1COc2ccccc2O1)C(=O)N(C)c1ccccc1 (stereo unspecified)
Assay by compound	1	2	3	4	5	6
GSK3A inh	0	-1	1	0	-1	-2
HSF1 inhib	-5	0	-6	-9	6	-9
IEC-6 cytotox	4	-6	5	4	1	-1
GSK3beta inhib	2	3	-3	0	-1	0
aSyn 5UTR inh	2	-28	8	-19	-7	-10
PolyA inh	i	i	i	i	i	i
KLF5 inhibitor	-9	-37	13	-12	-5	-15
AI-2 QS mod	17	28	16	4	23	19
HSP90 inh	6	0	-1	-4	-3	-2
HSF-1 act	-8	0	-11	3	11	7

7) N#CCCn1cc(/C=N/O)c(-c2ccc(Cl)cc2)n1
8) Cc1ccc(-n2ncc3c2CCCC3NC(=O)CCC2=NNC(=O)CC2)cc1C (stereo unspecified)
9) CN1CCN(c2nc(-c3ccc(Cl)c(Cl)c3)nc3ccccc23)CC1
10) CCOc1ccc(S(=O)(=O)NCCC(=O)N(C)Cc2ccc(C)o2)cc1
11) CC(=O)Nc1ccc(Nc2cc(-c3ccccc3)nc3ncnn23)cc1
12) CN1CCN(c2nc(-c3ccccc3)ncc2S(C)(=O)=O)CC1
Assay by compound	7	8	9	10	11	12
GSK3A inh	42	-1	0	1	/	-2
HSF1 inhib	3	-6	2	3	3	-6
IEC-6 cytotox	7	2	5	/	2	4
GSK3beta inhib	-19	7	0	1	1	0
aSyn 5UTR inh	-9	1	2	17	34	3
PolyA inh	i	i	i	i	i	i
KLF5 inhibitor	-4	-10	-24	/	-14	-10
AI-2 QS mod	26	8	14	6	20	-4
HSP90 inh	-5	-1	0	/	1	4
HSF-1 act	-2	2	-1	4	-5	4

# Pulled by structure from the entries so far:
10) CCOc1ccc(S(=O)(=O)NCCC(=O)N(C)Cc2ccc(C)o2)cc1
11) CC(=O)Nc1ccc(Nc2cc(-c3ccccc3)nc3ncnn23)cc1
12) CN1CCN(c2nc(-c3ccccc3)ncc2S(C)(=O)=O)CC1
9) CN1CCN(c2nc(-c3ccc(Cl)c(Cl)c3)nc3ccccc23)CC1
Assay by compound	10	11	12	9
GSK3A inh	1	/	-2	0
HSF1 inhib	3	3	-6	2
IEC-6 cytotox	/	2	4	5
GSK3beta inhib	1	1	0	0
aSyn 5UTR inh	17	34	3	2
PolyA inh	i	i	i	i
KLF5 inhibitor	/	-14	-10	-24
AI-2 QS mod	6	20	-4	14
HSP90 inh	/	1	4	0
HSF-1 act	4	-5	4	-1

# The list continues:
13) Cc1ccc(NC(=O)CSc2nnc(CNC(=O)c3ccco3)o2)cc1Cl
14) CCCn1c(=NC(=O)CS(=O)(=O)c2ccccc2)sc2cc(S(C)(=O)=O)ccc21
15) CC(=O)C1=C(C)Nc2ncnn2C1c1ccccc1F (stereo unspecified)
16) O=C(CCc1ccccc1)Nc1cccnc1
17) COc1cc(N(C(=O)Cc2cccs2)C(C(=O)NC2CCCCC2)c2ccc(C)cc2)ccc1-n1cnnn1 (stereo unspecified)
18) Cc1c(/C=N\NC(=O)c2ccc(F)cc2)cnn1C
Assay by compound	13	14	15	16	17	18
GSK3A inh	-3	-2	6	-2	0	-2
HSF1 inhib	-1	-2	-3	6	-4	10
IEC-6 cytotox	-8	/	1	-3	1	2
GSK3beta inhib	-3	1	-5	-1	-1	3
aSyn 5UTR inh	4	21	6	-63	8	-17
PolyA inh	i	i	i	i	i	i
KLF5 inhibitor	-31	/	-14	-19	-16	-26
AI-2 QS mod	7	20	28	23	4	14
HSP90 inh	-10	/	0	-2	2	-5
HSF-1 act	-8	6	-18	-4	7	-2

19) C=C(C)CN(CC)CCC(=O)Nc1ccc(OC)cc1OC
20) CN(C)c1ccc(C2Nc3cccc4cccc(c34)N2)cc1
21) COc1ccc(C2=NS(=O)(=O)N(C)C(C(=O)Nc3ccc(C)cc3)=C2)cc1
22) COc1cccc(/C=N/Nc2ccc(Cl)nn2)c1OC
23) O=C(NCCS(=O)(=O)N1CCN(c2ccccc2F)CC1)c1cccc(Br)c1
24) CN1CCN(C2Cc3ccc(F)cc3Sc3cc(F)c(Cl)cc32)CC1 (stereo unspecified)
Assay by compound	19	20	21	22	23	24
GSK3A inh	-3	-3	-2	-1	3	1
HSF1 inhib	1	-23	-2	12	0	1
IEC-6 cytotox	3	2	-2	/	-4	/
GSK3beta inhib	-3	-3	0	0	5	-7
aSyn 5UTR inh	10	-94	-15	-155	17	102*
PolyA inh	i	i	/	i	i	i
KLF5 inhibitor	-4	-47	-13	/	-34	/
AI-2 QS mod	17	16	10	0	15	40
HSP90 inh	1	42*	-3	/	-1	/
HSF-1 act	7	-24	14	31	7	1

25) COc1ccccc1Nc1nc(N)nc(CSC(=S)N2CCC(C)CC2)n1
26) Fc1ccc2nc(Nc3ccccc3)sc2c1
27) O=C(COc1ccc(Br)cc1Cl)c1ccc[nH]1
28) O=C(CNc1n[nH]c(=O)[nH]c1=O)N/N=C/c1cccnc1
29) N#Cc1ccc2ccn(CC(=O)NC3CCCCCC3)c2c1
30) COC(=O)c1ccc(Oc2nc(NC(C)C)nc(SC)n2)cc1
Assay by compound	25	26	27	28	29	30
GSK3A inh	-1	-1	-3	5	/	0
HSF1 inhib	8	20	24	2	-2	-3
IEC-6 cytotox	9	11	3	6	-8	-1
GSK3beta inhib	1	2	6	-3	1	2
aSyn 5UTR inh	-24	-172	-69	2	4	-11
PolyA inh	i	i	i	i	i	i
KLF5 inhibitor	15	-144	-88	-16	-3	-20
AI-2 QS mod	19	-5	3	-9	21	18
HSP90 inh	0	-9	1	1	-3	1
HSF-1 act	33	29	27	17	4	8

31) CC1Cc2ccccc2N1C(=O)c1cnc2n(c1=O)CCS2 (stereo unspecified)
32) Cc1ccc2c(c1)C1CC(C)(O2)N(c2cccc(C(=O)N3CCN(c4ccccn4)CC3)c2)C(=O)N1 (stereo unspecified)
33) O=C(NCCN1CCCCC1)c1cc(OCC(F)(F)F)ccc1OCC(F)(F)F
34) CCC(Oc1ccc2c(c1)C(=O)CC(C)(C)O2)C(=O)NCCN1CCCCCC1 (stereo unspecified)
35) NS(=O)(=O)c1ccc(CCNC(=O)C2CCCN2C(=O)OCc2ccccc2)cc1 (stereo unspecified)
36) Cc1cc(NC(=O)CSc2ccc3nnc(-c4cccnc4)n3n2)no1
Assay by compound	31	32	33	34	35	36
GSK3A inh	-2	-2	-1	2	-2	1
HSF1 inhib	0	4	2	-8	-8	1
IEC-6 cytotox	3	-3	-7	1	2	-4
GSK3beta inhib	2	/	1	0	3	2
aSyn 5UTR inh	-14	31	-9	19	-12	5
PolyA inh	i	i	i	i	i	i
KLF5 inhibitor	-5	-71	-11	-13	17	-2
AI-2 QS mod	11	16	-3	16	5	12
HSP90 inh	-1	3	-5	0	-4	2
HSF-1 act	17	5	-2	0	4	-1

37) COc1ccc(CN2CCN(CCCc3ccccc3)CC2)c(OC)c1
38) O=C(Cc1ccccc1C(=O)O)Nc1cccc2ccccc12
39) COc1ccccc1N(CC(=O)Nc1c(C)n(C)n(-c2ccccc2)c1=O)S(=O)(=O)c1ccc(C)cc1
40) CCCCCC/C(=N\NS(C)(=O)=O)c1ccccc1
41) Cc1ccc(C)c(S(=O)(=O)N2CCCOC2CNC(=O)C(=O)NC2CC2)c1 (stereo unspecified)
42) N#Cc1ccc(C(=O)NC2CCCCCCC2)cc1
Assay by compound	37	38	39	40	41	42
GSK3A inh	-1	-2	3	/	-2	0
HSF1 inhib	0	-2	4	-2	1	14
IEC-6 cytotox	-1	5	-7	2	5	2
GSK3beta inhib	3	/	2	1	-1	3
aSyn 5UTR inh	23	9	20	14	4	-132
PolyA inh	i	i	i	i	i	i
KLF5 inhibitor	6	-1	-22	3	-1	-133
AI-2 QS mod	-9	/	11	36	13	15
HSP90 inh	4	3	4	-2	-2	-5
HSF-1 act	-19	14	0	-5	-4	42

43) CC(=O)Nc1cccc(/C(C)=N/NC(=O)c2cccs2)c1
44) COc1ccc(NC(=S)NC(NC(C)=O)C(Cl)(Cl)Cl)c([N+](=O)[O-])c1 (stereo unspecified)
45) CC(C)=CCC/C(C)=C/C(N)=O
46) Cc1onc(-c2ccccc2)c1C(=O)N1CCOC12CCN(c1cccc(F)n1)CC2
47) O=C(NNS(=O)(=O)c1ccc(Cl)cc1)c1cc(-c2ccccc2)nc2ccccc12
48) Clc1ccc(CN2C3=NCCN3c3ccccc32)cc1Cl
Assay by compound	43	44	45	46	47	48
GSK3A inh	5	/	-3	-4	-1	-1
HSF1 inhib	7	-4	4	6	1	-3
IEC-6 cytotox	3	4	0	0	4	0
GSK3beta inhib	1	1	-3	4	1	1
aSyn 5UTR inh	-60	7	3	-7	5	14
PolyA inh	i	i	i	i	i	i
KLF5 inhibitor	-123	-23	-21	6	-32	-1
AI-2 QS mod	12	8	20	10	34	10
HSP90 inh	0	-1	-2	3	-6	-1
HSF-1 act	36	-5	0	23	4	8

49) Cc1nc(CCN2C(=O)c3ccccc3C2=O)n[nH]1
50) COc1ccc(-c2cnc[nH]2)cc1
51) Cc1cc(NC(=O)c2ccccc2Cl)no1
52) O=C(Cn1c(=O)oc2ccccc21)Nc1nc(-c2ccccc2)cs1
53) COc1cccc(NC(=O)C(=O)NCCCN2CCCC2=O)c1
54) COc1cc2c(cc1OC)CN(Cc1ccc(OC)c(C)c1OC)CC2
Assay by compound	49	50	51	52	53	54
GSK3A inh	0	-2	-4	2	/	-2
HSF1 inhib	-6	6	13	12	6	-10
IEC-6 cytotox	2	0	-1	-4	/	-1
GSK3beta inhib	-4	0	3	0	5	3
aSyn 5UTR inh	-5	-30	-68	-15	-65	4
PolyA inh	i	i	i	i	i	i
KLF5 inhibitor	-19	-10	-62	-30	/	-20
AI-2 QS mod	9	0	-4	20	30	5
HSP90 inh	1	1	2	3	/	3
HSF-1 act	0	5	16	-8	3	-17

55) ClCC1NCC(c2ccccc2Cl)c2c1[nH]c1ccccc21 (stereo unspecified)
56) Cc1nn(C)cc1C(C(=O)NC1CCCCC1)N(C(=O)Cn1nnc2ccccc21)c1ccc(F)cc1 (stereo unspecified)
57) COc1cc(NC(=O)c2c(F)cccc2F)nc(OC)n1
58) CC1(CCC#N)N=C(SCCC#N)N(c2ccccc2)C1=O (stereo unspecified)
59) c1cncc(-c2nc(-c3ccco3)cs2)c1
Assay by compound	55	56	57	58	59
GSK3A inh	0	-2	-2	-1	/
HSF1 inhib	4	-8	7	0	11
IEC-6 cytotox	0	-2	1	2	-7
GSK3beta inhib	0	0	-2	2	0
aSyn 5UTR inh	-14	29	-117	18	-49
PolyA inh	i	i	i	i	i
KLF5 inhibitor	-23	-19	-74	-4	-24
AI-2 QS mod	-13	2	-1	11	19
HSP90 inh	3	1	-4	5	-1
HSF-1 act	11	5	23	8	21
